TRPC4 block: inhibitors of mouse TRPC4 channel; AID 2247; B-score at 10 µM; 300,000 tested, 0.39% active; HEK293 TRPC4beta/mu-opioid, DAMGO-evoked Fluo4 calcium flux; hits give low values;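 active means B-score over 3 SD under the library average, no early fluorescence shift, positive overall ratio signal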
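material = TRPC4beta/mu-opioid receptor HEK293 cell line | probe or stimulus = sequential submaximal and maximal DAMGO stimulation | compound dosing = one concentration per compound | measured by = Fluo4 Ca2+ flux fluorescence | evaluation = integrated fluorescence ratio relative to baseline, converted to per-well B score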
MrgX1 allo act: allosterically activates human MrgX1 receptor signaling | AID 588675 | 310,000 tested, 0.63% active | MrgX1-HEK293, Fluo-4 calcium flux, FDSS; hits give high values | B-score at 10 µM;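 active means plate-corrected calcium response at least 3 library SD above typical, normal starting fluorescence, not activating the receptor alone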;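 further: compound read alongside a low EC10 to EC30 dose of BAM8-22 agonist; peak minus trough fluorescence over baseline measured at the second addition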
Target sequence (Q96LB2 whole entry, looked up): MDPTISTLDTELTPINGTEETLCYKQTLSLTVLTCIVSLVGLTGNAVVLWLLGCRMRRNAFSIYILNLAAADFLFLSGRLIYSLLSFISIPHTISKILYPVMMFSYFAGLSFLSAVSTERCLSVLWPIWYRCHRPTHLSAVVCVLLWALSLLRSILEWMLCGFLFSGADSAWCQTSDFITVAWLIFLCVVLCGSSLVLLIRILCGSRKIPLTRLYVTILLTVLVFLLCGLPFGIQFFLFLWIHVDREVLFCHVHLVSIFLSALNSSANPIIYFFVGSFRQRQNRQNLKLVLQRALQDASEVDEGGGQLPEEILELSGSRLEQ
MrgX1 antag: human MrgX1 receptor antagonism, primary screen. B-score at 10 µM. MRGX1-HEK293 calcium flux, Fluo-4, BAM8-22 antagonism; hits give low values. Q96LB2. 310,000 tested, 1.3% active. AID 588676;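 active means calcium-response B-score plate-corrected more than 3 library SD below zero, starting fluorescence within 5 deviations, no agonist response on first addition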;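 further: peak minus trough fluorescence over baseline after final BAM8-22 challenge near maximal dose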
TRPC6 inhibitor: blocks the mouse TRPC6 cation channel; AID 2553; HEK293-TRPC6, membrane potential dye, ACh-evoked depolarization; hits give low values; Q61143; 310,000 tested, 1.1% active; B-score at 10 µM;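 active means B-score under library mean minus 3 SD, initial fluorescence not abnormally high, positive integrated signal ratio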;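 further: B-score derived from integrated fluorescence ratio over the kinetic read; more negative B-score means stronger inhibition of depolarization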
HIF activator: HIF pathway transcriptional activation | U2OS HRE-luciferase reporter, luminescence; normalized: DMSO 0%, desferrioxamine 100% | activation, % at 7.5 µM (by protocol) | 300,000 tested, 0.32% active | AID 1910;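 active means mean activation of at least 10% of the iron chelator positive control signal, with at least half of replicates also reaching 10%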
SKKanGAS inh: blocks kanamycin growth of S. pyogenes SKKanGAS strain | BacTiter-Glo, 6 h | inhibition, % at 7.5 µM | 300,000 tested, 1.3% active;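 active means mean replicate score, as percent of positive control median, at least 50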;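 further: strain carries kanamycin resistance gene driven by streptokinase promoter and grows in 40 µg/ml kanamycin; loss of luminescence reflects streptokinase promoter inhibition or plain growth inhibition; 0% = median of DMSO wells and 100% = positive control at its reference dose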
RGS4 act: RGS4 potentiation or activation; B-score at 10 µM; 310,000 tested, 0.92% active; AID 463111; HEK293 M3R/inducible RGS4, carbachol calcium flux Fluo4; hits give low values;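 active means B-score of the integrated calcium signal more than 4 SD below the library mean, with starting fluorescence not abnormally high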;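 further: negative B-score means reduced calcium response which marks RGS4 activation or potentiation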
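System: HEK293 FlpIn-TREx cells, stable M3R, doxycycline-inducible RGS4. Timing: overnight RGS4 induction, 30 min dye load 37 °C, 20 min compound RT. Also added: carbachol, ECmax concentration. Measured by: Fluo4 fluorescence kinetic imaging of calcium. Evaluation: integrated calcium ratio converted to B score.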
TRPC6 act: activates the mouse TRPC6 cation channel. Q61143. HEK293-TRPC6 membrane potential dye fluorescence; hits give high values. B-score at 10 µM. 310,000 tested, 0.13% active;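 active means B-score of the integrated fluorescence ratio above library mean plus 3 SD, and starting fluorescence ratio within library mean plus 5 SD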;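 further: higher score means more depolarization so channel activation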
RGS4 block: human RGS4 inhibition; P49798; 310,000 tested, 0.45% active; B-score at 10 µM; HEK293 M3R/RGS4 inducible, Fluo-4 calcium flux; hits give high values; triggered by carbachol at its EC20;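 active means B-score, a plate-corrected calcium signal, over three deviations above library mean, with baseline fluorescence within five deviations of library mean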;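 further: RGS4 expression induced by doxycycline in cells with stable M3 receptor; B-score is computed from the integrated fluorescence ratio over baseline after carbachol; higher B-score means a larger calcium signal and so more RGS4 inhibition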
Target sequence (P49798 whole entry, looked up): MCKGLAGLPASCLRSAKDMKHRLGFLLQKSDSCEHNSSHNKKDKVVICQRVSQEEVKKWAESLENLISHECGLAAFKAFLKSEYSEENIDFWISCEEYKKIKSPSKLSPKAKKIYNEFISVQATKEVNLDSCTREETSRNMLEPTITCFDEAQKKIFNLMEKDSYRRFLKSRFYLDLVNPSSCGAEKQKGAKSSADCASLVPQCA
Platelet DG rel: platelet dense granule release activity; human platelet-rich plasma, SFLLRN dense granule ATP release, luminescence; inhibition, %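 (compounds screened at 7.5 µM in platelet-rich plasma)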; 300,000 tested, 0.22% active; AID 1663;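 active means mean replicate score, as percent of positive control, at or above 50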
MrgX1 agonist: human MrgX1 receptor agonism, primary screen | Q96LB2 | MrgX1-HEK293 cells, Fluo-4 calcium fluorescence, agonist mode; hits give high values | B-score at 10 µM | 310,000 tested, 0.44% active | AID 588627;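 active means calcium response B-score plate-corrected fluorescence ratio at least 3 library SD, with starting fluorescence B-score inside 5 SD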
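Assay system: stable human MrgX1 HEK293 cell line. Quantity: 15,000 cells per well. Schedule: cells plated overnight, dye loaded 0.5 h 37 °C, 0.5 h room temperature. Detection: Fluo-4 NW calcium-flux fluorescence, kinetic read. Read-out basis: peak-minus-minimum fluorescence over baseline, converted to B scores. Control set: positive and negative control wells on each plate.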
Active calls of the source: *; i = inactive; . = not tested or not shown.

SMILES	TRPC4 block	MrgX1 allo act	MrgX1 antag	TRPC6 inhibitor	HIF activator	SKKanGAS inh	RGS4 act	TRPC6 act	RGS4 block	Platelet DG rel	MrgX1 agonist
CCOC(=O)C(NC(=O)Nc1ccc(F)cc1)(OCC)C(F)(F)F (centres undefined)	i	i	i	i	-0.3	14	i	i	i	10	i
COc1ccc(C2C(C(C)=O)=C(O)C(=O)N2CCCn2ccnc2)cc1 (centres undefined)	i	i	i	i	-0.2	-3	i	i	i	8	i
Cn1cccc1CNC(=S)Nc1cc(F)cc(F)c1	i	i	i	i	0.3	-2	i	i	i	-3	i
Nc1ccc(Sc2ccc([N+](=O)[O-])cc2)cc1	-6*	i	i	i	0.2	-3	i	i	i	3	i
Cc1nn(-c2ccc([N+](=O)[O-])cc2)c(N)c1-c1ccccc1	i	i	i	i	4.9	2	i	i	i	3	i
CC(=O)N1c2ccc(S(=O)(=O)N3CCC(C(=O)NC4CCCCC4)CC3)cc2CC1C (centres undefined)	i	i	i	i	-0.3	6	i	i	i	15	i
COC(=O)c1ccc(/C=N/NC(=O)CNc2cccc(C)c2)cc1	i	i	i	i	-0.4	-6	i	i	i	-5	i
O=C(c1cccs1)N1CCC(c2nc3c(nnn3Cc3ccccc3)c(=O)[nH]2)CC1	i	i	i	i	0.3	-3	i	i	i	0	i
C=CCNC(=S)N(CC)c1cccc2ccccc12	i	i	i	i	-0.4	-16	i	i	i	-7	i
COc1ccc(C(=O)NCCNc2ccc([N+](=O)[O-])cc2)cc1OC	i	i	i	i	-0.8	-3	i	i	i	-6	i
CCCc1cc(=O)[nH]c(SCC(=O)Nc2ccc3c(c2)CCC3)n1	i	i	i	i	-0.7	10	i	i	i	6	i
Cc1ccc(Oc2coc3cc(O)ccc3c2=O)cc1	i	i	i	i	0.3	1	i	i	i	5	i
CC1(c2ccc3ccccc3c2)NC(=O)N(CC(=O)Nc2cccc(S(=O)(=O)N3CCOCC3)c2)C1=O (centres undefined)	i	i	i	i	-0.3	3	i	i	i	-3	i
Cc1ccc2nc(-c3ccc(SCC(=O)N4CCc5ccccc54)nc3)[nH]c2c1	i	i	i	i	1.1	26	i	i	i	-23	i
COCC(=O)N1CCCc2ccccc21	i	i	i	i	0.8	-4	i	i	i	2	i
COc1ccccc1C1NC(=O)CS1 (centres undefined)	i	i	i	i	-0.4	3	i	i	i	14	i
COCCNC(=O)C(c1ccc(C)o1)N(Cc1ccc(F)cc1)C(=O)Cn1nnc2ccccc21 (centres undefined)	i	i	i	i	0.5	4	i	i	i	0	i
Cc1c(CCCN)c2ccccc2n1Cc1ccccc1	i	i	i	-7.3*	-0.1	-8	i	i	i	-2	i
COc1ccc(NC(=O)CN2CCC(C)CC2)cc1	i	i	i	i	1.1	0	i	i	i	3	i
COc1ccccc1CNCC(=O)Nc1cc(S(=O)(=O)N2CCCCCC2)ccc1Cl	i	i	i	i	-1.3	-5	i	i	i	6	i
CC(C)CCn1nnnc1CN1CCN(C(=O)c2ccco2)CC1	i	i	i	i	0.4	0	i	i	i	4	i
COc1ccc(S(N)(=O)=O)cc1C(=O)NCC(C)(C)N1CCCCC1	i	i	i	i	0.6	-5	i	i	i	-50	i
Cc1sc(NC(=O)CSc2nnc(COc3ccc(Cl)cc3)n2C)c(C#N)c1C	i	i	i	i	0.0	-21	i	i	i	-2	i
Nc1ccccc1Nc1ccc([N+](=O)[O-])cc1[N+](=O)[O-]	i	i	i	i	-0.1	6	i	i	i	8	i
CCOC(=O)C1CCCc2c1[nH]c1c(C(N)=O)cccc21 (centres undefined)	i	i	i	i	0.5	1	i	i	i	-5	i
CCN(CC)S(=O)(=O)c1cccc(C(=O)NC(C(=O)NC2=NCCS2)C(C)C)c1 (centres undefined)	i	i	i	i	-0.3	5	i	i	i	13	i
CCc1nc2ccccc2n1Cc1ccccc1F	i	i	i	i	-0.1	-12	i	i	i	-5	i
OCC1(CCOc2ccccc2)CCN(Cc2nc3ccc(F)cc3[nH]2)CC1	i	i	i	i	-0.2	2	i	i	i	0	i
CCc1ccc(N(C(=O)c2snc(C(N)=O)c2N)C(C(=O)NC2CCCC2)c2ccco2)cc1 (centres undefined)	i	i	i	i	0.3	3	i	i	i	-2	i
COc1ccc(C)c2sc(N(CCCN(C)C)C(=O)c3ccc(S(=O)(=O)N(C)C)cc3)nc12	i	i	i	i	-0.4	8	i	i	i	6	i
COC(=O)C1=C(C(=O)OC)C2(OC1c1ccc(Br)cc1)C(=O)c1ccccc1C2=O (centres undefined)	i	i	i	i	-0.7	1	i	i	i	-2	i
Cc1ccc(S(=O)(=O)NC2(C(=O)O)CCCCC2)cc1	i	i	i	i	-1.3	-3	i	i	i	2	i
COc1cc(/C=C2\C(=N)N3N=C(S(C)(=O)=O)SC3=NC2=O)cc(OC)c1OCCOc1ccc(C)cc1	i	i	i	i	-1.9	17	i	i	i	0	i
Cc1c(C(=O)NCCC2=CCCCC2)cccc1[N+](=O)[O-]	i	i	i	i	1.2	-1	i	i	i	-3	i
Cc1cccc(N2CCN(C(=O)C(C)n3nc(C)n4c(cc5occc54)c3=O)CC2)c1C (centres undefined)	i	i	i	-5.1*	-0.8	5	i	i	i	3	i
CN(Cc1cccc(F)c1)C(=O)c1cccc(S(=O)(=O)N2CCN(Cc3ccccc3)CC2)c1	i	i	i	i	0.3	-4	i	i	i	3	i
O=C1/C(=C\c2c(NCCOCCO)nc3ccccn3c2=O)SC(=S)N1Cc1ccco1	i	i	-15*	i	1.1	9	i	i	i	12	i
COc1ccccc1C(=O)NC(CCSC)C(=O)NNC(=O)c1ccncc1 (centres undefined)	i	i	i	i	1.3	9	i	i	i	2	i
CN(CC(=O)NCc1ccccn1)S(=O)(=O)c1ccc(Br)cc1	i	i	i	i	-0.7	1	i	i	i	1	i
Cc1ccc2[nH]c(C(=O)N3CCN(c4cccc(Cl)c4)CC3)cc2c1	i	i	i	i	0.2	-3	i	i	i	-2	i
Cc1n[nH]c(C)c1N1C(=O)c2cccc3c(Br)ccc(c23)C1=O	.	i	i	i	-0.3	-3	i	i	i	-11	i
COc1ccc(Cl)cc1C(=O)OCC(=O)NCCNC(=O)COC(=O)c1cc(Cl)ccc1OC	i	i	i	i	-0.3	4	i	i	i	41	i
CC(c1ccccc1)C(NC(=O)OCC1c2ccccc2-c2ccccc21)C(=O)O (centres undefined)	i	i	i	i	0.2	-4	i	i	i	-6	i
CCN(CC)S(=O)(=O)c1ccc(C(=O)NNc2nc(-c3ccccc3)c3cc(Br)ccc3n2)cc1	i	i	i	i	-0.2	18	i	i	i	-6	i
O=C(COc1ccc2c3c(c(=O)oc2c1)CCC3)NCC1CCC(C(=O)O)CC1 (centres undefined)	i	i	i	i	-0.6	-1	i	i	i	8	i
CC12CC3CC(C)(C1)CC(C(=O)Nc1nncs1)(C3)C2	i	i	i	i	-1.9	-2	i	i	i	-10	i
Cc1ccc(NC(=O)NC(=O)CN2C(=O)NC3(CCc4ccccc43)C2=O)c(C)c1 (centres undefined)	i	i	i	i	-1.0	15	i	i	i	1	i
O=C(C1=C[C@@H](c2ccc(Br)cc2)C[C@@H](OCCCCO)O1)N1CCOCC1	i	i	i	i	0.8	0	i	i	i	2	i
COc1ccc(OC)c(NC(=O)CSc2nnc(C3CCCCC3)n2N)c1	i	i	i	i	0.2	-8	i	i	i	-19	i
OC(CN1CCN(c2ccccc2)CC1)c1ccc2c(c1)CCN2 (centres undefined)	i	i	i	i	0.6	-2	i	i	i	4	i
COc1cc(/C=C/C(=O)NC(C)(C)C)ccc1OCc1ccccc1	i	i	i	i	-0.6	-2	i	i	i	-9	i
COc1cccc(CNC(=O)CCNC(=O)c2ccco2)c1	i	i	i	i	0.4	-3	i	i	i	-4	i
COc1cc(NC(=O)CSCc2ccc(Cl)cc2)c(C(=O)O)cc1OC	i	i	i	i	-0.5	14	i	i	i	-1	i
Cc1ccc(NC(=O)c2ccc3snnc3c2)cc1	i	i	i	i	3.8	0	i	i	i	6	i
Cc1csc(NC(=O)CSc2nnc(-c3ccoc3C)o2)n1	i	i	i	i	2.2	-3	i	i	i	1	i
O=c1c2c(nc3cc(-c4ccc(Cl)cc4)[nH]n13)CCS2	i	i	i	i	1.5	10	i	i	i	5	i
Cc1ccc(S(=O)(=O)CCC(=O)OCc2nc(N)nc(Nc3ccccc3C)n2)cc1	i	i	i	i	0.1	.	i	i	i	0	i
COc1cc(C(=O)OC2CCOC2=O)c([N+](=O)[O-])cc1OC (centres undefined)	i	i	i	i	-0.6	-6	i	i	i	5	i
CCOc1ccc(C(=O)Nc2c(C(=O)N3CCC(N4CCCCC4)CC3)oc3ccccc23)cc1	i	i	i	i	-3.3	-3	i	i	i	4	i
COc1ccc(C(=O)NCCS(=O)(=O)N2CCCC2)cc1	i	i	i	i	0.5	-6	i	i	i	0	i
(list continues)
SMILES	TRPC4 block	MrgX1 allo act	MrgX1 antag	TRPC6 inhibitor	HIF activator	SKKanGAS inh	RGS4 act	TRPC6 act	RGS4 block	Platelet DG rel	MrgX1 agonist
Cn1cnnc1SCC(=O)Nc1cccc(S(=O)(=O)N2CCCCCC2)c1	i	i	i	i	-0.7	-6	i	i	i	-25	i
COc1cccc(NC(=O)CN(C)C(=O)c2ccccc2-c2nc3ccccc3s2)c1	i	i	i	i	0.2	-7	i	i	i	-11	i
CCOc1cccc(C(=O)Nc2cccc(C(=O)NC(C)(C)C)c2)c1	i	i	i	i	-1.3	-2	i	i	i	8	i
COc1cccc(NS(=O)(=O)c2cc3c(cc2C)N(C(C)=O)CCO3)c1	i	i	i	i	-0.2	-7	i	i	i	3	i
CCOc1cc2c3c(c1)C(C)CC(C)(C)N3C(=O)C2=O (centres undefined)	i	i	i	i	-0.3	0	i	i	i	3	i
COc1ccc(CN(C)CC(=O)Nc2ccccc2C(F)(F)F)cc1	i	i	i	i	2.7	0	i	i	i	-1	i
COc1ccc(C(=O)NC(=S)NNC(=O)CNC(=O)C2CCCCC2)cc1	i	i	i	i	3.0	8	i	i	i	4	i

Source: PubChem BioAssay (several laboratories)
